# From PubChem BioAssay
# ROMK primary: ROMK potassium channel modulators, primary screen, cell-based, thallium flux, MLSMR library; 2% of 130,000 active; B-score at 10 µM; AID 1918, 2009; Tet-inducible ROMK, thallium flux fluorescence; actives lie on both sides;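 active = signal ratio slope over the read window, or its plate-corrected B-score, at least 3 SD from the plate mean, either direction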;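 also: B-score of the F/F0 ratio slope over 7 to 12 s after thallium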
# S1P3 antag: S1P3 receptor antagonists, primary screen, cell-based. AID 485, 2006. 0.27% of 170,000 active. inhibition, % at 4.98 µM. CHO S1P3 NFAT-BLA reporter, FRET fluorescence, antagonist mode. Sphingosine 1-phosphate receptor 3 (Homo sapiens), Q99500;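 active = inhibition above the plate cutoff, the mean inhibition of test wells on that plate plus 3 SD, cut at about 28% in these data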;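 also: cells challenged with S1P at its EC80 of 0.8 µM; blue over green emission ratio from cleaved BLA substrate after 4 h stimulation; 0% = S1P-stimulated wells and 100% = unstimulated DMSO-only wells; some compounds past the cut are filed as inactive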
# * marks the source's active call; other numbers are inactive results; . = no result given.
SMILES,ROMK primary,S1P3 antag
O=C(Nc1ccc(C(=O)O)c(O)c1)c1ccccc1,.,2
Cc1[nH]c2ccccc2c1/C=N/NC(N)=S,-0.4,-3

# Only part of the results is shown; count on the stated rates, not on these rows.
